Screening results (PubChem BioAssay)
ERG-DNA inh = qHTS for Small Molecule Inhibitors of the ERG Ets/DNA interaction; Transcriptional regulator ERG (Homo sapiens), P11308; fluorescence polarization, His-ERG Ets domain / labelled DNA; Potency, µM (doses to about 76.9 µM), inactives show at the top dose FP activity, negative = inhibition, most hits filed as inhibitors; 0.028% of 370,000 active; AID 624246, 2012; active = well fitted inhibition curve with a large enough effect in the polarisation, with a control signal flat; inconclusive = small, poorly fitted or top-dose-only effect, or effect the other way, or a change in a side signal; inactive = no such curve, though single readings can be large or run the other way; the % refers to the polarisation;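 note: polarization taken with two DNA probes labelled with fluorescein and Texas red; potency is the fitted concentration of half-maximal effect; % of control where 0% means no effect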
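His-tagged ERG Ets domain (1 uM in the protein solution; 300mM KCl, 50mM Tris-HCl, 1mM EDTA, 1mM DTT, pH 7.5) received compound, then a probe mix of 5 nM fluorescein-DNA and 100nM Texas-615-DNA. Fluorescence polarization was read for both dyes.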
GRP78 ERSR act = qHTS for Inducers of the Endoplasmic Reticulum Stress Response (ERSR) in Human Glioma: qHTS; U87-MG GRP78 promoter luciferase reporter, 16 h; Potency, µM, inactives show at the highest dose activation, hits mostly activators; 0.02% of 420,000 active; note: potency is the fitted concentration of half-maximal effect; series mostly up to about 76 µM; % of control where 0% means no effect; nearly all actives have a fitted effect of over 35% in size
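ERSR induction read as luciferase luminescence (Bright-Glo, 10 min at room temperature) in stably transfected human U87-MG glioma cells exposed to compounds for 16 h, using GRP78 as sensor.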
D2 antagonist = HTS Assay for Allosteric Antagonists of the Human D2 Dopamine Receptor: Primary Screen for Antagonists | HEK293 TREx D2 cells, calcium flux, dopamine EC80 | inhibition, % at 10 µM | 2% of 340,000 active | AID 485344, 2010; in the data active = inhibition above about 30%; note: 0% is about no effect
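Antagonism is scored as inhibition of an EC80 dopamine-evoked calcium signal in a force-coupled, tetracycline-inducible HEK293 T-REx D2 line, with compound present 180 s before agonist.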
RGS4 inh = Inhibitors of Regulator of G Protein Signaling (RGS) 4: qHTS. Regulator of G-protein signaling 4 (Homo sapiens), P49798. Transcreener GDP fluorescence polarization, RGS4-accelerated GTP hydrolysis. Potency, µM (series often up to 114 µM), inactives show top-dose activity change, negative = inhibition, usual class: inhibitors. 0.039% of 390,000 active. AID 504845, 2011; note: potency is the fitted concentration of half-maximal effect; % is set by controls: 0 for no effect and ±100 for the full control effect; nearly all actives have a fitted effect of over 75% in size; some results filed as inactive show a strong effect at the top dose
Target sequence (P49798 whole entry, looked up): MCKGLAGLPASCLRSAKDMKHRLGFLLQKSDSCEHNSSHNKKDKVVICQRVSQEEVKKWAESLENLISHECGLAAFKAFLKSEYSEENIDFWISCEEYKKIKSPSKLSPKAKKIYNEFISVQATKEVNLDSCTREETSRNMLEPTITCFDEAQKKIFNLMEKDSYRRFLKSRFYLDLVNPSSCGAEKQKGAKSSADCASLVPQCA
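MLSMR compounds (23 nl, pin-transferred) preincubated 10 min at room temperature with a 500nM (2x) first reagent, then RGS4 at 900nM (2x) plus Transcreener GDP mix added; fluorescence polarization (620/688 nm) read before and after 90 min at 30 °C.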
Vif-APOBEC3F blk = qHTS for Inhibitors of Vif-A3F Interactions: qHTS | Potency, µM (titrated, usually from 46.1 µM), for inactives: top-dose activity, negative = active | 0.2% of 390,000 active | HeLa A3F-eYFP + Vif (tagged APOBEC3F with the HIV-1 protein that degrades it), YFP fluorescence increase; note: potency is the fitted concentration of half-maximal effect; % of control where 0% means no effect; nearly all actives have a fitted effect of over 65% in size
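HeLa cells stably expressing A3F-eYFP plus Vif, plated and incubated overnight at 37 deg C, then exposed to compounds overnight at 37 deg C. Blocked degradation read as raised yellow fluorescence (Ex 488/Em 500-530).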
Vif-A3G inh = qHTS for Inhibitors of Vif-A3G Interactions: qHTS | HeLa A3G-eYFP + Vif (tagged APOBEC3G with the HIV-1 protein that degrades it), YFP fluorescence, overnight | Potency, µM (series often up to 46.1 µM), inactives show at the highest dose activity, negative = active, usual class: inhibitors | 0.076% of 410,000 active;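 note: potency is the fitted concentration of half-maximal effect; % is set by controls: 0 for no effect and ±100 for the full control effect; nearly all actives have a fitted effect of over 60% in size; hits raise eYFP signal because A3G escapes Vif-driven loss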
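Read-out is eYFP fluorescence (Ex 488/Em 500-530) from Vif-expressing HeLa A3G-eYFP cells; more signal means A3G escaped Vif-mediated degradation. Cells plated overnight, compound pinned in, incubated overnight at 37 deg C.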
D2 ag = HTS Assay for Allosteric Agonists of the Human D2 Dopamine Receptor: Primary Screen for Agonists; AID 485358, 2010; activation, % at 2 µM; HEK293 T-REx D2 cells, calcium flux agonist mode; 0.53% of 340,000 active;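 active = activation over 3 SD above normal in the single-dose calcium agonist read, cut at about 30% in these data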; note: 0% is about no effect
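In this primary screen, compounds producing a positive calcium signal within 180 s of addition to tetracycline-induced, force-coupled HEK293 Trex D2 cells are flagged; cells are dye-loaded with a no-wash calcium kit beforehand.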
ALOX12 inh = Primary qHTS assay for inhibitors of human arachidonate 12S-lipoxygenase (ALOX12): Round 2; AID 1671190, 2021; purified 12hLO, xylenol orange hydroperoxide absorbance; Polyunsaturated fatty acid lipoxygenase ALOX12 (Homo sapiens), P18054; Potency, µM (doses to about 108 µM), for inactives: top-dose activity change, negative = inhibition, most hits filed as inhibitors; 1.1% of 580,000 active; note: potency is the fitted concentration of half-maximal effect; % is set by controls: 0 for no effect and ±100 for the full control effect
Target sequence (P18054 whole entry, looked up): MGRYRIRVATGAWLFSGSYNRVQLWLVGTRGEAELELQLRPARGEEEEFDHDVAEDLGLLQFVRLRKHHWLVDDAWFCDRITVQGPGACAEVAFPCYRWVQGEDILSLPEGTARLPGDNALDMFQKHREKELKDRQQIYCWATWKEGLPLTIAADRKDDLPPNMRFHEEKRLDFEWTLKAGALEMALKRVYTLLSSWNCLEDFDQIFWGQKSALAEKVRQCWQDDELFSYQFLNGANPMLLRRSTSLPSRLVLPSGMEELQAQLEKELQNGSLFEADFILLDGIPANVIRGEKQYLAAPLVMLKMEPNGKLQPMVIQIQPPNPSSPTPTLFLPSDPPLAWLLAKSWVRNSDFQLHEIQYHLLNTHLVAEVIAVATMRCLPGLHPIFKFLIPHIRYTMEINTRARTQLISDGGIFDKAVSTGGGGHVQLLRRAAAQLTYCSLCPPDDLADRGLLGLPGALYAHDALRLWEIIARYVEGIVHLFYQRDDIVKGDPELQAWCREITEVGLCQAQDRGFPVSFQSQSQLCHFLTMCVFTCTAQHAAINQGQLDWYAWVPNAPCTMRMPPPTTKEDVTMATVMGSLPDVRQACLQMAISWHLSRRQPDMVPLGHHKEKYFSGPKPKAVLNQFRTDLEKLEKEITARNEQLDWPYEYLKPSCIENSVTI
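Purified human 12hLO at 150 nM in 25 mM Hepes, 0.01% Triton X-100, pH 7.0, preincubated 15 min at room temperature with compound. Reaction started with 40 uM arachidonic acid, 30 min at room temperature. Hydroperoxide measured by Fe-xylenol orange, 573/405 nm absorbance ratio.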
LDHA inh = qHTS assay for inhibitors of human lactate dehydrogenase; L-lactate dehydrogenase A chain (Homo sapiens), P00338; purified LDHA, NADH/diaphorase-resazurin fluorescence; active compounds read low; activity change, % (values are at about 110 or 230 µM); 0.15% of 480,000 active; AID 1347041, 2019; in the data active = activity change below about -30%; inconclusive = mostly about -25% to -30%;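 note: plate controls were DMSO wells for no effect and wells without enzyme for full effect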
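Remaining NADH was detected by diaphorase (0.133 mg/mL) converting 37 µM resazurin to fluorescent resorufin, read at 0 and 20 minutes. The preceding 5-minute room-temperature reaction used 2 nM LDHA, 0.2 mM sodium pyruvate and 0.06 mM NADH at pH 7.4.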
Numbers without * were called inactive; ? = inconclusive; / = not tested or not shown; & = joins results of further samples; [ ] = dose if it differs, or a comment. Unless noted, calls come from the whole dose curve; as a rule, active = well fitted curve in the direction sought with a large enough effect; inconclusive = small, poorly fitted or top-dose-only effect, or another doubt; inactive = no such curve, though single readings can be large; an effect the other way counts as inactive or inconclusive.

SMILES	ERG-DNA inh	GRP78 ERSR act	D2 antagonist	RGS4 inh	Vif-APOBEC3F blk	Vif-A3G inh	D2 ag	ALOX12 inh	LDHA inh
CCOC(=O)c1ccn(-c2nc(-c3ccco3)cc(C(F)(F)F)n2)n1	5.5%	-1.9%	-11.8	-9.8%	4.7%	-1.8%	-1.0	-12.3%	-1.9
CCN(CC)S(=O)(=O)c1cccc(NC(=O)c2ccccc2Br)c1	-10.9%	-2.2%	-14.2	-17.8%	-2.1%	-5.6%	16.3	11.1%	0.5
Cc1ccc(C)c(N2CCN(C(=O)Cn3cnc4sc(C)c(S(=O)(=O)N5CCN(c6ncccn6)CC5)c4c3=O)CC2)c1	-8.5%	-2.1%	/	-4.8%	1.9%	-0.7%	-0.8	-24.3%	-2.3
COc1ccc(N2CCN(C(c3cccc(OC)c3OC)c3nnnn3C3CCCC3)CC2)cc1 (centres undefined)	-4.6%	-5.3%	-5.3	-37.3%	-17.6%	-11.5%	-0.8	?	3.1
COCCCNC(=O)Cn1c(=O)n(CC(=O)N2CCCCC2)c(=O)c2sccc21	5.3%	-2.2%	-14.3	17.4%	2.5%	4.5%	0.4	5.0%	-2.6
COc1ccccc1N1CCN(C(=O)C2CCN(S(=O)(=O)c3ccc(Cl)cc3)CC2)CC1	-8.5%	-1.1%	-1.3	-19.5%	-6.0%	-9.9%	0.6	-24.9%	1.6
O=C(Nc1ccccc1C(=O)OCc1cc(=O)n2c3c(sc2n1)CCCC3)c1ccc(Cl)cc1	-3.1%	-3.8%	/	33.0%	-0.1%	-0.2%	-0.4	-20.9%	-3.1
O=C(NCc1nnnn1-c1ccc(F)c(F)c1)c1cc2ccccc2o1	2.4%	-7.2%	-0.3	5.8%	2.1%	1.4%	-0.3	17.0%	-2.4
CN1CCN(NC(=O)c2ccc(Br)s2)CC1	-11.2%	-7.0%	-10.4	10.0%[11.4 µM]	-9.2%	5.9%	2.2	8.7%	-4.2
O=C(/C=C/c1ccccc1Cl)c1ccc(O)cc1	68.4%[activator]	?	18.2	-41.6%	-13.3%	-27.2%	-0.5	?	5.8
CC(=O)Oc1ccc2c(c1)c(C(C)=O)c(C)n2C	-6.4%	-3.4%	-6.0	0.7%	0.8%	0.8%	-0.1	-6.0%	0.5
CCCCCCNC(=O)CCc1nc2cccnc2n1Cc1ccc(OC)cc1	1.7%	-4.5%	-3.9	31.7%	-0.8%	4.7%	0.1	11.0%	-1.5
COCCNc1nc(C)c(C(C)=O)s1	11.7%	-2.6%	/	-13.5%	2.0%	1.0%	/	-5.8%	-2.2
Cc1ccccc1NCN1C(=O)C2C3C=CC(C3)C2C1=O (centres undefined)	-2.0%	-2.0%	9.2	-7.3%	-4.2%	0.0%	-1.2	-0.3%	-6.4
O=C(Nc1cccc2cccnc12)OC(Cl)(Cl)Cl	/	5.8%	/	-8.8%	/	-0.2%	/	/	10.7
CCOC(=O)c1c(S(=O)(=O)NCC(=O)Nc2ccc(C)c(Cl)c2)c(C)n(C)c1C	-1.0%	-0.4%	/	4.1%	0.8%	2.8%	-0.1	-14.6%	-0.8
C[C@H](CO)N1C[C@H](C)[C@@H](CN(C)S(=O)(=O)c2ccc(F)cc2)Oc2c(NS(=O)(=O)c3ccccc3)cccc2C1=O	-4.8%	-3.4%	/	-14.0%	4.2%	-3.7%	/	-4.1%	-4.5
CCN(C[C@H]1N[C@@](C)(C(=O)OC)[C@H]2C(=O)N(Cc3ccccc3)C(=O)[C@@H]12)C(=O)Nc1ccc(Cl)cc1	11.0%	1.0%	/	-9.5%	-5.0%	?	/	?	-2.7
O=C(O)c1ccccc1NCc1ccncc1	-1.4%	-8.2%	-9.0	-29.3%	-7.0%	1.1%	6.2	-10.4%	3.6
COc1ccc(NC(=O)C(=O)N/N=C/c2cccnc2)cc1	-6.6%	-2.2%	-0.1	20.3%	11.9%	3.1%	0.6	17.1%	-0.2
Nc1nc2c(nc(SCc3ccccc3Br)n2C2OC(CO)C(O)C2O)c(=O)[nH]1 (centres undefined)	22.9%	-0.4%	10.0	-15.6%	-0.2%	-0.1%	-1.4	-12.7%	-8.0
COCCn1c(SCC(=O)Nc2cc(C)on2)nc2c([nH]c3ccccc32)c1=O	/	-3.5%	/	/	0.4%	0.1%	/	5.9%	-11.5
CCCCNc1ccc2oc(-c3ccc(OC)cc3)c(-c3ccc(OC)c(F)c3)c2c1	1.1%	-2.7%	/	-25.1%	-12.2%	-4.5%	/	-14.2%	4.0
Oc1cccc(/C=N/Nc2ccc(Cl)nn2)c1	-0.3%	5.3%	-2.0	-10.9%	-0.1%	0.2%	1.0	?	1.6
CC(C)(C)CN1CCC(Oc2cccc(C(=O)N3CCC[C@H]3CO)c2)CC1	0.9%	-3.5%	-3.4	18.0%	?	2.7%	-0.9	-11.1%	-15.3
O=C(NCc1ccc(Cl)cc1)C1CCCO1 (centres undefined)	2.8%	-3.0%	-2.6	-42.8%	-6.5%	0.0%	0.5	-17.1%	-12.1
COc1ccc2[nH]c(CN3CCN(C(C)C)C(CCO)C3)c(C)c2c1 (centres undefined)	3.0%	-5.1%	4.3	13.6%	2.8%	4.2%	-0.2	-12.3%	-2.2
CCC(=O)Nc1nc2ccccc2n1Cc1ccccc1Cl	-9.7%	-5.0%	7.9	21.2%	5.4%	-14.2%	1.3	0.6%	-0.7
CCCCc1c(C)nc2nc(SCc3ccc(Cl)cc3)[nH]n2c1=O	14.0%	-1.6%	7.9	-8.1%	-2.9%	3.8%	-0.2	-12.4%	-0.6
C=CCSc1nc(N2CCOCC2)c2c(c1C#N)CC(C)(C)N(C)C2	-3.1%	-5.4%	6.2	-13.7%	0.1%	-2.8%	-0.6	74.0%[activator]	1.4
Cc1ccc(C)c(NC(=O)Cn2c(=O)nc(-c3ccccc3)c3ccccc32)c1	-0.4%	-0.5%	/	12.2%	1.6%	3.7%	1.0	?	-8.2
Cc1cc(Nc2ccc(F)cc2)n2nc(C)nc2n1	-12.8%	-5.8%	-6.0	-12.8%	0.8%	-1.8%	-0.1	186.7%[activator]	0.8
CCCC(=O)c1ccc(N2CCCC2)c(F)c1	-4.1%	15.3%	14.6	17.3%	-10.5%	-0.1%	0.8	?	-0.4
Cc1nn(-c2ccc(F)cc2)c2sc(C(=O)N3CCCCCC3)cc12	-2.6%	4.5%	5.4	-7.0%	-7.0%	0.0%	0.3	2.4%	-6.3
Cc1cc(C)n(CCCNCC(O)c2ccccc2)n1 (centres undefined)	-9.8%&7.4%	-2.6%&0.7%	-2.2	3.7%&14.8%	-23.7%&7.0%	1.1%&-7.9%	-0.6	?	-13.3&-13.1
O=c1c2cccnc2n(-c2ccccc2)n1Cc1c(Cl)cccc1Cl	4.3%	-6.8%	4.5	-10.1%	1.1%	-0.3%	0.0	7.0%	-4.0
COc1ccc(CCCNC(=O)C2Cc3c(-c4cccc(NC(C)=O)c4)ccnc3O2)cc1 (centres undefined)	/	-2.1%	/	/	/	-17.0%	/	10.6%	1.4
O=C(CNC(=O)c1sc2ccccc2c1Cl)Nc1ccccc1F	-3.7%	0.0%	1.4	11.1%	4.0%	-3.4%	-0.8	16.4%	-5.3
O=C(CN1CCN(S(=O)(=O)N2CCCCC2)CC1)Nc1cc(Cl)ccc1Cl	9.6%	-3.5%	-7.1	10.8%	-1.7%	2.4%	0.6	25.5%	-11.5
O=C(NCCc1ccccc1)c1cnc2sc(N3CCCC3)nn2c1=O	-14.8%	-0.9%	/	-26.5%	-8.1%	-1.4%	-1.0	-31.4%	2.8
CCOC(=O)c1cc(C)n(CC2CCC(C(=O)Nc3ccc(OC)cc3)CC2)c1C (centres undefined)	6.6%	1.2%	/	11.2%	-5.5%	5.3%	-0.2	-25.5%	-3.1
OCCC1CN(Cc2cccn2-c2nccs2)CCN1C1CCCCC1 (centres undefined)	2.4%	-5.3%	7.1	0.7%	-28.7%	-1.3%	-0.3	-3.5%	-4.5
CCC(Sc1nc(N)c(NC(=O)c2ccc(OC)cc2)c(=O)[nH]1)C(=O)O (centres undefined)	2.0%	1.3%	-20.6	1.9%	-1.9%	-0.2%	0.9	-1.9%	-13.5
Cc1ccc(NC(=O)c2ccccc2F)c(NC(=O)c2ccccc2F)c1	-1.8%	1.4%	/	15.7%	4.6%	-6.9%	/	-43.5%	-3.3
Cc1cccc(NCCC(=O)c2ccc([N+](=O)[O-])cc2)c1C	11.1%	2.0%	9.2	-10.3%	-4.8%	-0.2%	-0.5	?	2.5

Only part of the results is shown, so the mix of outcomes need not match the whole.
